# Bioassay records (PubChem)
# GSK3 alpha inh: blocks human GSK-3 alpha kinase; P49840; ADP-Glo luminescence, 60 min; inhibition, % at 10 µM; 0.1% of 320,000 active; AID 2650;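 in the data active = inhibition above about 50%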;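 note: GST-tagged GSK-3 alpha with peptide substrate and 25 µM ATP; 0% = DMSO neutral wells and 100% = GW8510 positive control wells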
# GSK3B inh: blocks human GSK3beta kinase activity. GST-GSK3beta kinase, ADP-Glo luminescence, 60 min; active compounds read low. activity score (negative = inhibition), % at 10 µM. 0.038% of 300,000 active;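 active = more than half of replicate wells score below -50%, meaning over 50% inhibition versus plate controls; inconclusive = some replicates but at most half score below -50%; inactive = no replicate scores below -50%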;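 note: 0% = median DMSO wells and -100% = median GW8510 positive control wells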
# Target sequence (P49841 whole entry, looked up): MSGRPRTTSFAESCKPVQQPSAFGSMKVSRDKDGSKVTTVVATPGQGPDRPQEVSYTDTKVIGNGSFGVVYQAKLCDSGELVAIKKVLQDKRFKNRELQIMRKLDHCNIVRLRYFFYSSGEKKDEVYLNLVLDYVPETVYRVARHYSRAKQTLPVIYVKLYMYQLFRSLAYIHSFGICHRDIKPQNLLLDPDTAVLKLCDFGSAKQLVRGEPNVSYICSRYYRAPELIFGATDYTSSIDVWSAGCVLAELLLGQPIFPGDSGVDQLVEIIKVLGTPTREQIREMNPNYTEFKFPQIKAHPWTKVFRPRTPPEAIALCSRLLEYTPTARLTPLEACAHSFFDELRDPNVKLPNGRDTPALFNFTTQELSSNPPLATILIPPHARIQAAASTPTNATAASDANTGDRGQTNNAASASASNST
#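 Test system: GST-tagged human GSK3beta kinase, cell-free; evaluation: activity score scaled between in-plate DMSO and GW8510 controls; measured by: ADP-Glo luminescence; incubation: 60 min reaction, RT; benchmarks: DMSO and 20 µM GW8510; reagent: peptide substrate plus 25 µM ATP (final); medium: Tris/MgCl2 kinase buffer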
# HDAC3 inhib: inhibitors of human histone deacetylase 3; O15379; recombinant HDAC3, fluorogenic peptide/trypsin coupled, fluorescence; inhibition, % at 8.3 µM; 0.15% of 320,000 active; AID 2718; in the data active = inhibition above about 26%, passing the limit was not always enough; inconclusive = no clear call, values can overlap the other calls
# Target sequence (O15379 whole entry, looked up): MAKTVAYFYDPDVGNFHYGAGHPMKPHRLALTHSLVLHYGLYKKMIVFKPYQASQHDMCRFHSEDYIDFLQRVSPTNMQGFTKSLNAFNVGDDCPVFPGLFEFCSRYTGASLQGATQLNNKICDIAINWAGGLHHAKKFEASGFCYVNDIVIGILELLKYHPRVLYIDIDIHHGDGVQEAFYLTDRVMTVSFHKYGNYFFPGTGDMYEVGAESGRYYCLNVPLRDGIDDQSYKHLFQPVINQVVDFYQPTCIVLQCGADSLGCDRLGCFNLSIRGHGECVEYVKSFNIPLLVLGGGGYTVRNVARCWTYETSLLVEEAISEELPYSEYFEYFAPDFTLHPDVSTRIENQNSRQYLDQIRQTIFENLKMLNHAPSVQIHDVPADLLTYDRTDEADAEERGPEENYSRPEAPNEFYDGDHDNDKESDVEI
# HSF-1 act: increases HSF-1 driven luciferase reporter signal. NIH3T3-HGL HSF-1 luciferase reporter, MG132, 8 h; 100% = twice DMSO control signal. activation, % at 9 µM. 1.7% of 300,000 active;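 active = mean replicate activation of at least 50% with a set share of replicates each reaching 50%; inconclusive = only one of those two conditions met; inactive = mean below 50% and too few replicates reaching it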;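 note: 0% = median of the neutral control wells and 100% = twice that signal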
# HSF1 inh: HSF1 inhibition; NIH3T3-HGL HSE-luciferase, MG132-induced, luminescence 8 h; active compounds read low; 0.77% of 300,000 active; activity change, negative = inhibition, % at 7.5 µM (by protocol); AID 2098;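 active = more than half of replicate wells show activity change below -50%, luminescence cut by over half; inconclusive = some wells, but at most half, below -50%; inactive = no replicate well below -50%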;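 note: luciferase reports HSF-1 transcriptional activity via heat shock element; 0% = median of DMSO wells and -100% = zero luminescence signal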
# AI-2 QS modul: modulators of Vibrio harveyi AI-2 quorum sensing system; Vibrio harveyi JMH597 AI-2 luminescence/OD600 ratio, 9 h; active compounds read low; strain lacks LuxN and CqsS sensors; 0 = neutral-control median; activity change, % at 7.5 µM; 0.4% of 300,000 active; in the data active = activity change below about -75%, passing the limit was not always enough; inconclusive = no clear call, values can overlap the other calls;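 note: luminescence divided by OD600 gain over 9 h not by final OD600 alone; inactives centre near 13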
# HSP90 refold inh: HSP90 refolding inhibition in rabbit reticulocyte lysate; inhibition, % at 5.6 µM; AID 1789; luciferase refolding luminescence, 3 h; 0.91% of 290,000 active;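 active = inhibition above the screen-wide mean plus 3 SD, computed separately per campaign, cut at about 16% in these data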;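 note: 0% = DMSO wells and 100% = 60 µM geldanamycin wells; inhibitors lower the luminescence because luciferase stays unfolded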
# Dyrk1A ADPGlo: Dyrk1A (rat) kinase inhibition; Q63470; ADP-Glo luminescence, NFATc1 peptide; inhibition, % at 12.5 µM; 0.43% of 310,000 active; in the data active = inhibition above about 50%;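 note: plate controls were vehicle with enzyme for no effect and no enzyme for full effect; many of its hits are not listed in these tables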
# PolyA inhibitor: blocks polyadenylation in yeast reporter cells | AID 1875 | S. cerevisiae SKY197-pL101 polyadenylation reporter, beta-gal luminescence; efflux-impaired pdr1/pdr3 knockout yeast; score 100 = 6 SD above DMSO | calls only at 12 µM | 0.02% of 300,000 active;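 active = lowest replicate activity score at least 50, where 100 means six control SD above control mean; inconclusive = lowest score under 50 but half or more replicates reach 50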;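 note: yeast exposed to compound for 9 h at 30 °C; higher score means more reporter readthrough which indicates perturbed polyadenylation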
# Platelet DG rel: modulates dense granule release in human platelets; human platelet-rich plasma, SFLLRN dense granule ATP release, luminescence; inhibition, %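 (compounds screened at 7.5 µM in platelet-rich plasma)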; 0.22% of 300,000 active; AID 1663;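 active = mean replicate score, as percent of positive control, at or above 50; inconclusive = mean below 50 but at least one replicate at or above 50; inactive = mean and every replicate below 50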
# * hit, by the source's call; i = inactive; ? = inconclusive; · = no result given.
# Preview, 3 compounds:
SMILES,GSK3 alpha inh,GSK3B inh,HDAC3 inhib,HSF-1 act,HSF1 inh,AI-2 QS modul,HSP90 refold inh,Dyrk1A ADPGlo,PolyA inhibitor,Platelet DG rel
CCOC(=O)c1[nH]c2ccccc2c1NC(=O)CC(C)(C)C,1,0,-2,-1,0,21,1,1,i,1
CC(C)CCn1c(=O)c2ccccc2n2c(CCl)nnc12,0,0,-2,14,9,15,-4,-3,i,-5
CC1CCCN(C(=O)Cn2nnc(-c3ccccc3F)n2)C1 (centres undefined),5,-4,-2,27,21,4,2,0,i,1

# The list itself, from the start:
SMILES,GSK3 alpha inh,GSK3B inh,HDAC3 inhib,HSF-1 act,HSF1 inh,AI-2 QS modul,HSP90 refold inh,Dyrk1A ADPGlo,PolyA inhibitor,Platelet DG rel
CCOC(=O)c1[nH]c2ccccc2c1NC(=O)CC(C)(C)C,1,0,-2,-1,0,21,1,1,i,1
CC(C)CCn1c(=O)c2ccccc2n2c(CCl)nnc12,0,0,-2,14,9,15,-4,-3,i,-5
CC1CCCN(C(=O)Cn2nnc(-c3ccccc3F)n2)C1 (centres undefined),5,-4,-2,27,21,4,2,0,i,1
NC(=O)C[n+]1cccc2ccccc21,-4,-1,6,-14,-14,4,-2,-6,·,6
CN(C)CCCN(C(=O)c1ccc(S(=O)(=O)N2CCc3ccccc32)cc1)c1nc2ccc(F)cc2s1,2,-2,2,5,9,14,0,0,i,-3
O=[N+]([O-])c1cc(C(F)(F)F)cc([N+](=O)[O-])c1NCCCN1CCOCC1,1,-3,-6,·,·,26,3,-4,i,0
CCN(CC)S(=O)(=O)c1ccc(/C=C/C(=O)Nc2ccc(F)c(F)c2F)cc1,1,1,10,15,-4,21,-1,-6,i,0
O=C(NCCc1ccccn1)C1CCCN(S(=O)(=O)Cc2ccccc2)C1 (centres undefined),2,2,-3,14,4,16,7,-5,i,4
O=C(Nc1ccc(Cl)cn1)c1cnn2cccnc12,1,·,-5,·,·,·,0,2,·,·
CC1(C)CC(=O)C(C=NCCN2CCN(C(=S)Nc3ccccc3)CC2)=C(O)C1,-2,5,?,-12,-3,9,1,3,i,-7
O=C(Nc1nccs1)c1cc2cc(Cl)ccc2oc1=O,3,-1,-3,4,-2,17,0,0,i,5
COCCCNc1nc2ccccc2nc1NS(=O)(=O)c1cc(Cl)ccc1Cl,-5,-6,11,9,-1,2,3,-3,i,-5
COc1cc(-c2cc(C(=O)OCC(=O)Nc3ccc4c(c3)OCO4)c3ccccc3n2)cc(OC)c1OC,-3,-4,2,-2,-3,7,-5,-4,i,8
CN1CCN(C(=S)NC(=O)c2ccc(S(=O)(=O)N3CCOCC3)cc2)CC1,-2,3,6,8,-1,2,1,-1,i,14
COc1ccc(NC(=O)Nc2cccc([N+](=O)[O-])c2)cc1Cl,0,-1,9,-5,-8,-28,-1,-4,i,-12
COc1cc(SC)ccc1C(=O)NCCN1CCOCC1,0,1,0,-16,-9,4,4,7,i,5
O=C(COc1ccc(Cl)cc1)NCc1ccccc1,-3,-1,4,12,4,-16,-1,·,i,-1
COc1ccc(OC)c(NC(=O)C2CC(=O)n3ncnc3N2)c1 (centres undefined),1,-3,-6,1,-10,15,-2,-2,i,14
Clc1ccccc1Nc1c2c(nc3ncnn13)CCC2,-1,0,2,3,7,-23,1,-6,i,-4
CNC(=O)C1CCC(=O)N1Cc1ccc(C)cc1 (centres undefined),0,-3,1,-2,-8,22,1,-3,·,-2
O=C(CN(C(=O)CCC(=O)Nc1nccs1)c1ccc2c(c1)OCO2)NCc1ccccc1,-1,-3,-1,7,-3,31,-3,1,i,-3
Cc1ccc(Cn2cnc3c(cnn3-c3ccc(F)cc3)c2=O)cc1,0,-4,-8,-11,-6,7,-4,-7,i,1
COc1cc(C(=O)OCC(=O)c2c(N)n(C)c(=O)n(C)c2=O)ccc1OCCC(C)C,1,1,1,4,-2,10,1,2,i,2
O=C(Cn1nc2sc3ccccc3n2c(=O)c1=O)c1ccc(Cl)cc1,-2,2,1,2,-4,10,-1,·,i,5
COc1nccc(C(F)(F)F)c1C(=O)Nc1ccc(Cl)cc1,-1,-5,-4,3,1,29,0,·,i,-27
Cc1ccc(C(=O)NC(=C(Cl)Cl)S(=O)(=O)c2ccc(Cl)cc2)cc1,-2,-1,6,185*,126,15,4,1,i,-2
CCCCN(C(=S)NC(=O)c1ccccc1)c1c(N)n(Cc2ccccc2)c(=O)[nH]c1=O,-1,1,0,35,9,-2,-1,5,i,-2
CCOC(=O)c1sc(-c2ccc(Cl)cc2)nc1O,2,-3,-3,12,-2,26,2,7,i,14
Cc1ccc2c(C)c(C(=O)N3CCC(O)(c4ccccc4)CC3)oc2c1C,-2,-3,-3,3,7,7,1,5,i,-6
CCOc1nc(NC(C)C)nc(NC(C)C)n1,1,-2,4,10,0,9,-2,-1,i,-2
Cc1ccc(CN2CCN(C(=O)c3ccco3)CC2)cc1,-2,4,7,49,7,0,-1,13,i,-13
CCc1ccccc1NC(=O)C1CCCN1S(=O)(=O)c1ccc2c(c1)n(C)c(=O)c(=O)n2C (centres undefined),-3,-1,1,-15,0,9,4,0,i,2
CCCCCCCC[n+]1c(C)n(-c2ccccc2)c2ccc(NC(C)=O)cc21,4,-2,-3,7,-3,13,-2,·,i,2
Cc1ccc(C2=NN(C(=O)CN3C(=O)c4ccccc4S3(=O)=O)C(c3ccco3)C2)cc1 (centres undefined),-1,2,-4,14,6,1,3,-7,i,-5
CCOC(=O)c1csc(NC(=O)CSc2nnnn2CC)n1,-1,1,-3,-10,9,35,0,1,i,2
COC(=O)c1ccccc1NC(=O)CCS(=O)(=O)c1ccc(Br)cc1,·,2,·,36,9,8,1,-4,i,2
CCN(CC)CCOC(=O)C(Cc1cccc2ccccc12)CC1CCCO1 (centres undefined),-2,3,-3,-9,0,14,-2,5,i,0
O=C(NCCc1nc2ccccc2[nH]1)C1CCC(=O)N(CCc2cccc(F)c2)C1 (centres undefined),-1,1,-8,21,5,5,-1,-5,i,5
Cc1ccc(C(O)CSc2nnc(-c3ccc4ccccc4c3)n2C)cc1 (centres undefined),-2,3,2,10,-5,36,0,6,i,16
Cc1occc1-c1nc(-c2ccccn2)no1,1,-1,-4,50,12,29,12,-1,i,9
O=C(CSc1ncnc2ccccc12)Nc1ccc2c(c1)OCO2,-4,-2,6,19,8,7,-6,7,i,3
Cc1ccc(S(=O)(=O)NC(C)C(c2cccs2)N2CCN(C)CC2)cc1 (centres undefined),-5,-17,-13,-12,-4,3,-1,-1,i,5
Cc1ccccc1NS(=O)(=O)c1cc2c(cc1C)NC(=O)CO2,-2,-6,-7,25,10,-13,3,-2,i,-2
CCCC(c1nnnn1Cc1cccs1)N1CCN(c2nc3ccccc3s2)CC1 (centres undefined),-2,1,-3,2,2,32,4,1,i,3
COc1cccc(C(=O)N2CCN(C(=O)Cc3ccccc3)CC2)c1,-1,2,1,-5,-9,19,0,1,i,-1
Cc1cc(C)n(CCC(=O)N2CCc3ccccc32)n1,-3,-3,5,6,-2,25,1,-4,i,3
Cc1cc(NC(=O)CSc2nc3cc(C(=O)NCCCOC(C)C)ccc3c(=O)n2Cc2ccco2)no1,0,1,-1,-14,-12,18,-5,·,i,0
CN(C(=O)CN(c1ccccc1)S(=O)(=O)c1ccc(F)cc1)C1CCS(=O)(=O)C1 (centres undefined),-2,0,4,0,4,5,0,-1,i,3
O=C(CSc1nc2scc(-c3ccccc3)c2c(=O)[nH]1)NC1CCCCC1,-1,-4,7,4,-4,18,5,·,i,0
O=C(C[N+]1(CC#Cc2ccccc2)CCCCC1)c1ccccc1,-2,1,-6,-4,-1,19,-1,-1,i,-1
# More entries
SMILES,GSK3 alpha inh,GSK3B inh,HDAC3 inhib,HSF-1 act,HSF1 inh,AI-2 QS modul,HSP90 refold inh,Dyrk1A ADPGlo,PolyA inhibitor,Platelet DG rel
C/C(=N/N1CCN(c2ccccn2)CC1)c1ccc([N+](=O)[O-])cc1,-3,6,-5,-4,7,15,4,2,i,0
CCCCNc1cc(F)nc(N)n1,·,-2,12,-10,0,6,-2,-4,i,2
COc1cccc(/C=C2\SC(=S)N(CCCC(=O)Nc3cc(C)on3)C2=O)c1,1,-3,10,-4,0,12,3,-3,i,-2
CCOC(=O)N1CCC(NC(=O)c2ccc3c(c2)N(Cc2ccc(C)cc2)CCS3)CC1,-1,1,·,1,9,9,2,-1,i,0
O=C(CCCc1c[nH]c2ccccc12)Nc1ncccc1O,·,2,?,21,10,11,-6,6,i,-7
CCOC(=O)c1ccc(N=Nc2c(C)c(C#N)c(O)[nH]c2=O)cc1,·,1,-2,13,4,21,2,-54,i,6
COc1ccc(N2CC(O)=C(c3nc4ccccc4s3)C2=N)c(OC)c1,2,0,5,-44,-28,7,-2,20,i,-2
CCN(C(=O)COC(=O)CCc1ccccc1)c1ccccc1,2,-3,-5,6,2,21,-1,-1,i,1
COc1cc(/C=C2\CCCc3c2nc2ccccc2c3C(=O)O)cc(OC)c1O,1,2,5,-3,-3,20,1,-3,i,-3
O=C(CCN1C(=O)[C@@H]2Cc3ccccc3CN2C1=O)N[C@H](C(=O)O)c1ccccc1,0,-2,-8,-18,-6,6,8,-1,i,4
O=C(CN1CCOCC1)Nc1ccccc1C(=O)O,-3,-2,2,1,-11,-4,-4,5,i,2
O=C(NNC(=O)c1ccc(O)c(Cl)c1)c1cccc(S(=O)(=O)N2CCOCC2)c1,-2,1,-2,-5,-2,2,·,11,i,-18
O=C(CNCc1ccccc1Cl)Nc1ccccc1N1CCCCC1,0,0,10,45,19,19,-1,-1,i,-1
Cc1ccc(N2C(=O)NC(NC(=O)C(C)(C)C)(C(F)(F)F)C2=O)cc1C (centres undefined),-2,-1,-1,7,2,-4,-4,-7,i,4
Cn1ccc(C(=O)N/N=C/c2c[nH]c3ccccc23)n1,0,-3,-1,43,8,5,0,4,i,5
CCCc1nc2sc3c(c2c(=O)n1NC(=O)CCCl)CCCC3,1,1,3,-4,3,28,-1,9,i,11
COc1cccc(CNC(=O)CCNC(=O)c2ccccc2OC)c1,-1,-7,-2,3,-1,23,2,10,i,17
Cc1c(NC(=O)C2CC(c3c(F)cccc3Cl)=NO2)c(=O)n(-c2ccccc2)n1C (centres undefined),1,1,-3,-8,-11,7,3,-3,i,-19
CCOc1ccc(S(=O)(=O)NC2CC2)cc1,-4,0,3,4,0,17,-1,-2,i,5
Clc1ccccc1CONc1ncnc2nonc12,·,2,-1,19,-10,-2,-1,1,i,3
COc1ccccc1C1CCN(C(=O)c2ccc(Cl)cc2)CC1,3,0,3,16,11,-2,1,-5,i,-9
CC1(c2ccccc2)CC2CC(c3ccccc3)N1O2 (centres undefined),-1,-4,4,124*,64,-5,0,2,i,-8

# The list is partial, so the mix of outcomes need not match the whole.
